# From PubChem
# 5HT1a antag – human 5-HT1a receptor antagonists, primary screen, cell-based, CHO, Ga15 NFAT-bla reporter | 5-hydroxytryptamine receptor 1A (Homo sapiens), P08908 | CHO 5-HT1a Ga15 NFAT-bla reporter, antagonist mode | inhibition, % at 10 µM | 62,000 compounds, 0.68% hits;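 active = inhibition above the mean of all tested compounds plus 3 SD, cut at about 43% in these data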;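 also: receptor stimulated by 5-CT agonist at 100 nM near EC80; beta-lactamase reporter measured by ratiometric fluorescence of a cleavable substrate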
# Target sequence (P08908 whole entry, looked up): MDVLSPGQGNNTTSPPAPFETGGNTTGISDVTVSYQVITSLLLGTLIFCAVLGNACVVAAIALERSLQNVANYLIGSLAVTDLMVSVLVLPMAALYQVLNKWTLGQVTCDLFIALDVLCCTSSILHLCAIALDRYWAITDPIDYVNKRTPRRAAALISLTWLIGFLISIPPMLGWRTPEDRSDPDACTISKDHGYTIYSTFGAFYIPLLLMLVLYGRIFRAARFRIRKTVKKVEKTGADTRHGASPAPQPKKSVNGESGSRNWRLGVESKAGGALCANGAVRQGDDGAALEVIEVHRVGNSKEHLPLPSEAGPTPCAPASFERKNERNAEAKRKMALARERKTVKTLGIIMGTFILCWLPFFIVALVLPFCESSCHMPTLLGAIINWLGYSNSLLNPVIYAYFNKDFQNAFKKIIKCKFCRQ
# HTR1E antagonist – 5-HT1E receptor antagonists, primary screen, cell-based, HTS. inhibition, % at 6 µM. 65,000 compounds, 0.99% hits. AID 571, 2007. CHO 5-HT1E Ga15 NFAT-bla reporter, FRET, antagonist. 5-hydroxytryptamine receptor 1E (Homo sapiens), P28566;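 active = inhibition above a set limit, the mean inhibition across every tested compound plus 3 SD, cut at about 29% in these data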;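 also: signal is the 460 over 535 nm emission ratio of beta-lactamase substrate; 0% = agonist plus DMSO wells and 100% = wells without agonist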
# SF-1 act – activators of human SF-1, primary screen, cell-based, CHO-K1, Gal4-SF-1 LBD, luciferase luminescence. Steroidogenic factor 1 (Homo sapiens), Q13285. CHO-K1 Gal4-SF-1 LBD luciferase reporter; % increase over DMSO SF-1-specific signal. activation, % at 10 µM. 65,000 compounds, 1.9% hits;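 active = activation above the mean activation of all tested compounds plus 3 SD, cut at about 50% in these data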
#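 Test system: CHO-K1 cells with Gal4–hSF-1 LBD chimera plus Gal4-driven luciferase; Input: 4,000 cells/well; Compound: 10 µM only; Times: 20 h compound treatment, 37 °C; Measured by: steady-glow luciferase luminescence, read after 15 min reagent incubation; Measure: percent activation versus DMSO; Control set: DMSO and mock-transfected background; Replicates: one test per compound.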
# RORA act – activators of orphan receptor RORA, primary screen, cell-based, luminescence | Nuclear receptor ROR-alpha (Homo sapiens), P35398 | CHO-K1 Gal4-RORA LBD luciferase reporter; percent increase over mock-subtracted basal signal | activation, % at 10 µM | 65,000 compounds, 1.5% hits;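 active = activation above the mean of all tested compounds plus 3 SD, cut at about 49% in these data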;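 also: 0% = DMSO-treated RORA cells and 100% = added signal equal to DMSO minus mock-transfected cells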
# Ecoli tolC – growth inhibitors of E. coli tolC mutant, primary screen, strain BW25113 ΔtolC::kan, 384-well | OD615 | growth inhibition, % at 10 µM (by protocol) | 65,000 compounds, 2.2% hits | AID 573, 2007;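 active = growth inhibition at or above a cutoff equal to the mean over every tested compound plus 3 SD, cut at about 60% in these data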;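 also: growth measured after 20 h incubation at 37 °C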
#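 Assay system: tolC-deleted E. coli BW25113. Medium: kanamycin-containing LB broth (50 µg/mL). Dosing: 10 µM final, single dose. Timing: bacterial growth with compound for 20 h at 37 °C. Detection: A615 absorbance measurement. Read-out basis: growth inhibition in percent.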
# HTR1E agonist – 5-HT1E receptor agonists, primary screen, cell-based, HTS; 5-hydroxytryptamine receptor 1E (Homo sapiens), P28566; CHO 5-HT1E Ga15 NFAT-bla reporter, FRET; 0% DMSO wells, 100% control agonist wells; activation, % at 6 µM; 65,000 compounds, 0.69% hits; AID 574, 2007;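 active = activation above a set limit, the screen-wide mean activation plus 3 SD, cut at about 8.5% in these data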;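 also: 100% = positive control agonist at 1 µM giving full maximal response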
# S1P1 ag pot – S1P1 agonists and agonism potentiators, primary screen, cell-based, primary and confirmation screens, CRE-bla reporter. AID 449, 2006. Sphingosine 1-phosphate receptor 1 (Homo sapiens), P21453. activation, % at 9.5 µM. 56,000 compounds, 0.57% hits. S1P1 CRE-bla cells, forskolin, beta-lactamase FRET, potentiator mode; S1P1 agonist co-added at EC20, 2 nM; 100% = saturating reference agonist, 0% = basal;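 active = activation above a cutoff set at the mean activation of all tested compounds plus 3 SD, cut at about 54% in these data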;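 also: forskolin at 4 µM as EC80 and the EC20 agonist is SEW2871; 100% = SEW2871 at its EC100 plus forskolin at EC80; some compounds past the cut are filed as inactive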
# Target sequence (P21453 whole entry, looked up): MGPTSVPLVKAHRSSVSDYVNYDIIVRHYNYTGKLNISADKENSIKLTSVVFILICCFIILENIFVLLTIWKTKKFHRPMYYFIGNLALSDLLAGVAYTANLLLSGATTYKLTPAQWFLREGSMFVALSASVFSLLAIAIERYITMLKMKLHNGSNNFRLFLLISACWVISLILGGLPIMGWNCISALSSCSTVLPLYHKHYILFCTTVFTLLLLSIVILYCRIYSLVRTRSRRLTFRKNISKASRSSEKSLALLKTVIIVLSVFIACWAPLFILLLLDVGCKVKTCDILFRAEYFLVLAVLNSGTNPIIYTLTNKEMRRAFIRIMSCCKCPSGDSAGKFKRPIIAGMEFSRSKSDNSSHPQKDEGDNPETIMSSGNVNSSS
# S1P3 ag – human S1P3 receptor agonists, primary screen, cell-based, primary and confirmation, NFAT-BLA reporter. activation, % at 4.5 µM. Sphingosine 1-phosphate receptor 3 (Homo sapiens), Q99500. AID 373, 2006. 60,000 compounds, 0.1% hits. S1P3 NFAT-BLA reporter cells, agonism, FRET ratio; relative to 1 µM S1P, basal subtracted;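 active = activation above the screen-wide mean plus 3 SD, cut at about 4.5% in these data, passing the limit was not always enough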; also: some compounds called inactive have numbers as strong as hits
#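 material = human S1P3 NFAT-BLA reporter CHO cells | schedule = 4 h compound at 37 °C, 2 h substrate at RT | measured by = fluorescent BLA substrate, ex 405 nm, em 460/535 nm ratio | controls = 1 µM S1P reference | replication = primary once, confirmation triplicate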
# AP complement – alternative complement pathway inhibitors, primary screen, biochemical, ELISA, human serum, orthogonally pooled compounds | LPS-coated ELISA, C3 deposition; tested in compound mixtures | 62,000 compounds, 0.08% hits | AID 1235, 2008 | inhibition, % at 5 µM;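 active = inhibition above 30% in each of the two pooled mixtures holding the compound, so the lower value exceeds 30%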;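 also: 0% = serum in Mg-EGTA without compound and 100% = EDTA serum blank; some compounds past the cut are filed as inactive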
#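 Assay system: human serum alternative complement pathway, C3 deposition on LPS-coated wells; Dosing: 5 µM per compound in ten-compound mixtures; Detection: Anti-C3 ELISA, OD 450 nm; Buffer or medium: Mg2+-EGTA GVB++ buffer containing human serum at 1:15 dilution; Timing: 1 h at 37 °C; Replication: two different pools per compound.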
# * marks the source's active call; other numbers are inactive results; nt = not tested or not shown.
SMILES,5HT1a antag,HTR1E antagonist,SF-1 act,RORA act,Ecoli tolC,HTR1E agonist,S1P1 ag pot,S1P3 ag,AP complement
CCn1c(=O)cc(SCC(=O)NCCN2CCN(Cc3ccccc3)CC2)c2ccccc21,14,4,-1,-6,-1,-0.1,7,-1.1,3
CCOC(=O)c1[nH]c(CSc2nnc(-c3ccc(OC)cc3)o2)c(C(=O)OCC)c1C,-12,-1,2,-8,18,1.1,nt,nt,-3
O=c1[nH]nc(Cc2ccccn2)c2ccccc12,1,-5,-14,1,-9,0.1,0,-0.5,-1
NC(=O)CSc1nnc(Cc2csc(Nc3ccccc3)n2)n1Cc1ccccc1,-26,-9,-4,-16,18,0.0,-24,0.7,-8
Cc1nc2ccc(N3C(=O)CCC3=O)cc2[nH]1,-2,-6,0,-4,-16,0.4,-16,0.4,10
COC(=O)c1c(NC(=O)CN2CCN(c3ccccc3OC)CC2)c2cc(C)ccc2n1C,9,8,-2,22,-1,1.9,5,-1.8,-6
CC/C(=C\C(=O)c1cccnc1)Nc1ccc(C)c(C)c1,2,-3,5,10,27,-0.4,5,0.7,-1
CC(/C=C/c1ccc(Cl)o1)=C\C(=O)O,-1,-2,-9,-11,-23,1.1,-33,0.6,7
C[C@@H]1C[C@H]2[C@@H]3C[C@H](F)C4=CC(=O)C=C[C@]4(C)[C@@]3(F)[C@@H](O)C[C@]2(C)[C@@]1(O)C(=O)CO,nt,7,0,-4,10,1.0,18,0.9,-12
CCC(C)NC(=O)CCS(=O)(=O)c1ccc(Br)s1 (centres undefined),-10,-3,8,-14,-15,0.0,3,-0.4,5
CCOC(=O)C1CCCN(C(=O)c2ccc(CS(=O)(=O)Cc3ccccc3C)o2)C1 (centres undefined),-15,1,-12,-16,-3,0.0,4,-0.6,0
O=C(Nc1nccs1)c1cccc(S(=O)(=O)N2CCCCC2)c1,-3,-6,-5,-24,-2,-0.9,-8,-0.1,15
Cc1ccc(S(=O)(=O)N(C)CC(=O)N2CCN(c3ccccn3)CC2)cc1,-15,6,8,-16,10,0.2,nt,-0.5,-1
CC(=O)c1ccc(N2CCCC2)c(F)c1,-12,-5,1,9,0,-0.2,-8,-1.3,-7
C=CCn1c(C(C)NC(=O)CC)nc2ccccc21 (centres undefined),0,3,-5,12,-3,0.1,-25,-1.5,10
Cn1c(=O)cc(OCCCC(=O)Nc2ccc3c(c2)OCCO3)c2ccccc21,-18,-7,14,1,12,-0.4,-37,-0.5,-4
CC(=O)N=c1ncn(CC(COC(C)=O)OC(C)=O)c2nc[nH]c12 (centres undefined),-5,-8,-4,-3,-37,1.1,-7,0.0,19
Cc1coc(NC(=O)CSc2nc(-c3ccncc3)cc(C(F)(F)F)c2C#N)n1,-4,-11,25,20,-2,-1.4,-8,-0.5,5
Cc1ccc(Cn2nnc3c(=O)[nH]c(C4CCCN(C(=O)Nc5ccc(F)cc5)C4)nc32)cc1 (centres undefined),0,10,7,-9,8,1.4,nt,nt,10
CCOC(=O)C1=C(N)OC2=C(C(=O)CC(C)(C)C2)C1C1CCCCC1 (centres undefined),26,5,-14,-8,40,0.1,nt,-0.3,-3
O=C(NC1CCC(C(=O)O)CC1)OCc1ccccc1 (centres undefined),5,-2,6,11,-10,-0.1,-13,-0.3,-2
Cc1cc(NC(=O)CSc2ccc3nnc(-c4cccs4)n3n2)no1,-5,6,-4,13,-4,0.4,-1,-0.3,6
Cc1ccc2c(CN3C(=O)NC(C)(c4ccc5c(c4)OCO5)C3=O)cc(=O)oc2c1 (centres undefined),8,-1,-7,-10,15,0.4,-29,-1.1,3
CCOc1ccc(-c2noc(-c3cccnc3)n2)cc1OC,-9,3,14,57*,-10,0.9,114*,-0.9,0

# Compound profiles, from the list above. Order of values: 5HT1a antag	HTR1E antagonist	SF-1 act	RORA act	Ecoli tolC	HTR1E agonist	S1P1 ag pot	S1P3 ag	AP complement
# Profile of `CCOc1ccc(-c2noc(-c3cccnc3)n2)cc1OC` : -9	3	14	57*	-10	0.9	114*	-0.9	0
# Profile of `CC(=O)N=c1ncn(CC(COC(C)=O)OC(C)=O)c2nc[nH]c12` (centres undefined) : -5	-8	-4	-3	-37	1.1	-7	0.0	19

# Results in Ecoli tolC, HTR1E antagonist and S1P1 ag pot, for 6 of the compounds above:
mol,Ecoli tolC,HTR1E antagonist,S1P1 ag pot
Cc1coc(NC(=O)CSc2nc(-c3ccncc3)cc(C(F)(F)F)c2C#N)n1,-2,-11,-8
Cc1ccc(Cn2nnc3c(=O)[nH]c(C4CCCN(C(=O)Nc5ccc(F)cc5)C4)nc32)cc1 (centres undefined),8,10,nt
CCOC(=O)C1=C(N)OC2=C(C(=O)CC(C)(C)C2)C1C1CCCCC1 (centres undefined),40,5,nt
O=C(NC1CCC(C(=O)O)CC1)OCc1ccccc1 (centres undefined),-10,-2,-13
Cc1cc(NC(=O)CSc2ccc3nnc(-c4cccs4)n3n2)no1,-4,6,-1
Cc1ccc2c(CN3C(=O)NC(C)(c4ccc5c(c4)OCO5)C3=O)cc(=O)oc2c1 (centres undefined),15,-1,-29

# Further structures follow:
SMILES,5HT1a antag,HTR1E antagonist,SF-1 act,RORA act,Ecoli tolC,HTR1E agonist,S1P1 ag pot,S1P3 ag,AP complement
CC(C)c1nc(N2CCOCC2)c(C#N)c2c1CCCC2,-4,-10,0,-28,65*,-0.5,nt,-0.3,-6
COCCNC(=O)CCn1nc(-c2ccc(Cl)cc2)ccc1=O,1,5,-10,4,-12,-0.5,-8,1.1,8
CCCN(c1ccc(C(C)C)cc1)S(=O)(=O)c1c(C)[nH]c(=O)[nH]c1=O,-8,-16,7,11,3,-0.3,-22,-0.6,6
COc1ccc(CNCCNC(=O)c2nonc2N)cc1OC,-3,3,15,16,-4,-0.2,nt,nt,nt
Cc1c(C(=O)N2CCCC2)sc(NC(=O)c2cccs2)c1C#N,-2,0,0,-19,8,0.0,-14,-0.5,5
Cc1nc2sc(C(c3cccc(F)c3)N3CC(C)OC(C)C3)c(O)n2n1 (centres undefined),6,8,-2,-11,-2,0.0,-4,-0.8,-2
CCn1c(C)cc(=S)c2ccccc21,4,7,6,-8,-17,-0.1,-1,-0.4,10
CC(C)(C)OC(=O)NCCc1nnc(SCC(=O)c2ccc(Cl)cc2)o1,-6,-7,-22,25,-4,0.7,11,-0.7,9
O=C(c1cc(Cl)cc(Cl)c1)N1CCOCC1,-1,-4,-9,-6,-21,-0.4,nt,-1.4,20
COC(=O)c1ccccc1NC(=O)COC(=O)CSCC(=O)N1CCOCC1,10,7,-4,0,3,0.5,-44,-0.6,-4
CCOC(=O)C(CC)Sc1nc2c(c(=O)[nH]c(=O)n2C)n1CCc1ccccc1 (centres undefined),-16,9,-6,-2,27,-0.3,-18,-0.3,5
CSc1nc2ccc(NS(=O)(=O)c3ccc4c(c3)OCCO4)cc2s1,-3,-3,3,7,100*,-1.4,nt,nt,5
CCN1CCN(C(=O)CN(c2cc(OC)ccc2OC)S(C)(=O)=O)CC1,-6,0,10,-6,-5,0.2,nt,0.2,3
c1ccc(CSc2nnc(-c3ccco3)c(-c3ccco3)n2)cc1,-5,0,0,-16,73*,-0.4,13,-0.3,17
Cc1ccc(S(=O)(=O)NCc2ccncc2)cc1,1,1,-42,-56,-11,-0.1,44,-1.3,-4
CCNC(=O)NC(=O)COc1ccccc1C#N,-1,0,54*,19,1,-0.5,-1,0.4,13
Cc1ccc(CSc2nnnn2C)cc1,-12,-13,-4,11,-15,-0.5,0,-0.3,3
CC(=O)c1ccc(N2CCN(C(=O)CCCn3c(=S)[nH]c4cc5c(cc4c3=O)OCO5)CC2)cc1,-17,-2,1,-1,4,2.1,nt,nt,13
COc1ccccc1NC(=O)c1cc2ccc(O)cc2o/c1=N\O,7,17,16,9,9,1.3,-4,0.1,-8
C=CCn1cc(C(=O)NCC2CCCO2)c(=O)c2cc(S(=O)(=O)N3CCCCCC3)ccc21 (centres undefined),-8,7,23,7,-5,-0.2,-11,0.1,4
COc1ccc(-c2cn3c(C)c(C(=O)N4CCCc5ccccc54)sc3n2)cc1,4,21,-14,13,50,1.3,70*,-2.4,25
CC(C)OCCCNC(=O)NC12CC3CC(CC(C3)C1)C2,4,-8,13,16,9,-0.7,-20,0.4,-7
CCn1c(SCC(=O)Nc2cc(C)on2)nnc1-c1ccc(S(=O)(=O)N2CCCC2)cc1,-4,-3,0,-17,-10,1.0,2,1.4,1
Cn1c(=O)cc(OCC(=O)N2CCC(N3CCCCC3)CC2)c2ccccc21,-3,2,16,-4,-9,-0.5,-16,-0.4,17
COc1ccc2nnc(-c3ccccc3)n2n1,5,5,-2,16,0,-0.8,-14,-0.8,-8
COc1ccc(OC)c(-n2nnnc2SCC(=O)Nc2ccc3c(c2)OCCO3)c1,3,1,6,-24,-12,-0.4,24,-0.3,2
CNCCCc1[nH]nc(N)c1C#N,-11,-1,4,-4,-14,-0.4,14,0.0,8
COc1cc(OC)c(C(=O)Oc2ccc3c(c2)OCO3)cc1OC,-8,3,19,2,1,-0.7,-22,0.0,24
CCn1cc(C(=O)NC2CCCCC2C)c(=O)c2ccc(C)nc21 (centres undefined),0,9,15,26,100*,-0.2,-4,0.7,-13
Clc1ccc(-c2nc(NCCN3CCOCC3)c3ccccc3n2)cc1,-9,3,10,12,8,-0.3,-3,-1.5,17
